# Scp1 inh: blocks human Scp-1 phosphatase activity; inhibition, % at 20 µM; 0.88% of 340,000 active; Q9GZU7; Recombinant Scp1, phosphopeptide, malachite green phosphate absorbance;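 active means inhibition above about 50% at 20 µM, limit read from the data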;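 further: plate controls were DMSO wells with enzyme for no effect and wells lacking enzyme for full effect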
#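 Test system: SCP-1 phosphatase catalytic domain, residues 76-261 | Compound dosing: One concentration, 20 µM, with 1.0% DMSO | Schedule: 45 min room-temperature reaction, 5 min colour, 30 min stabiliser | Detection: Absorbance at 630 nm | Read-out basis: % inhibition of SCP-1 phosphate liberation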
# STEP inh: blocks human striatal-enriched tyrosine phosphatase | AID 588621 | recombinant STEP, OMFP fluorogenic substrate, fluorescence | P54829 | inhibition, % at 20 µM | 0.25% of 360,000 active;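 active means inhibition at 20 µM, scaled per plate between control wells, above about 37%, limit read from the data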;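 further: 0% = DMSO with enzyme and substrate and 100% = substrate only without enzyme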
#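 System: isolated STEP enzyme; schedule: 20 min enzyme reaction at room temperature, protected from light; medium: Bis-Tris buffer pH 6.0, 2.5 mM DTT, 0.005% Tween 20; signal: fluorescence, 480/540 nm; dosing: single compound dose of 20 µM, 1% DMSO final; also added: OMFP substrate, 25 µM final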
# Neddyl block: inhibitors of human cullin neddylation. AID 651699. TR-FRET cullin neddylation, biochemical. 0.58% of 360,000 active. P61081+Q13564. calls only at 25 µM; in the data active means inhibition above about 36%
# DNMT1 block: blocks human DNA methyltransferase DNMT1 | AID 588458 | inhibition (reported as % activation of signal), % at 10 µM | P26358 | DNMT1 molecular beacon, Hinp1I cleavage, fluorescence | 0.83% of 360,000 active; in the data active means inhibition above about 50%
# Target sequence (P26358 504-1616 limits assumed): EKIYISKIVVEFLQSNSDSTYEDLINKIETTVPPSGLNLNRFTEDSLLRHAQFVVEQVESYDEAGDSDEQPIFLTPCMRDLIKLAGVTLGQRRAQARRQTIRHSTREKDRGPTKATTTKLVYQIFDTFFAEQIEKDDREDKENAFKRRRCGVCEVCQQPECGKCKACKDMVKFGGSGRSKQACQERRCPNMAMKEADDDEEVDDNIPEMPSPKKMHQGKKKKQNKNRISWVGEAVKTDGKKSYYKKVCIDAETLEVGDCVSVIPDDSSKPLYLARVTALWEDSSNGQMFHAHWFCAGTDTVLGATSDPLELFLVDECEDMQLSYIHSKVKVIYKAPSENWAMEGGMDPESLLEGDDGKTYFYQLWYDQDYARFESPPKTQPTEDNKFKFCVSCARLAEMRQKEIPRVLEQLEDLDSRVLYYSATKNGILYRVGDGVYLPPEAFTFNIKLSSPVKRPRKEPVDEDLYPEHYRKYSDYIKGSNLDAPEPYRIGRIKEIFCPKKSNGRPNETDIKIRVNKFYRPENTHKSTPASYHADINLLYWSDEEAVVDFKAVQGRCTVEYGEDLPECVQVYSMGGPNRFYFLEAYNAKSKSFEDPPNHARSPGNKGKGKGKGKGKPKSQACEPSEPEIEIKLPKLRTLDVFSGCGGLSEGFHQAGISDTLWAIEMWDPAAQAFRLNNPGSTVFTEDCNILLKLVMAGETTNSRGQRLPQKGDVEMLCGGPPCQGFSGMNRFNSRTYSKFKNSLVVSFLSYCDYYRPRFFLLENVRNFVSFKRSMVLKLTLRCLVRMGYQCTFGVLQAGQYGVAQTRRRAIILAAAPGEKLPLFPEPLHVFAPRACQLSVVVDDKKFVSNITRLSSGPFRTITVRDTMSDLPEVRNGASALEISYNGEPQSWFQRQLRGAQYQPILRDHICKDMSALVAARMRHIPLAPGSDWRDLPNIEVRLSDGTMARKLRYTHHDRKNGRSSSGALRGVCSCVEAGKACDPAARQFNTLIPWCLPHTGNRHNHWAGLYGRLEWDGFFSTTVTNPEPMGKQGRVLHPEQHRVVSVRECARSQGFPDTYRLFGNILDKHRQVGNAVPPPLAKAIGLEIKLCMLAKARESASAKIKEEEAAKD
# CSN deneddyl inh: inhibitors of human CSN-mediated cullin deneddylation; Q92905; Purified CSN, SCF-Nedd8-OG deneddylation, fluorescence polarization; inhibition, % at 12.5 µM; 0.38% of 360,000 active; AID 651999;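 active means pattern-corrected inhibition above about 35%, with an unprinted fluorescence ratio check between 0.5 and 1.5, limit read from the data, passing the limit was not always enough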;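 further: 0% = enzyme with substrate and 100% = substrate without enzyme; some results filed as inactive read as strong as hits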
#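 assay system = purified human Csn5 enzyme expressed in HEK293T cells | amount = 0.24 nM enzyme | buffer or medium = Tris/NaCl/DTT buffer, pH 7.5 | reagent = 10 nM SCFSkp2-Nedd8OG | compound = one concentration, 12.5 µM, 0.25% DMSO | times = 90 min reaction at room temperature | signal = FP | read-out basis = % inhibition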
# NadD block: NadD (S. aureus) enzyme inhibition; purified NadD enzyme, colorimetric absorbance read-out; inhibition, % at 20 µM; 0.78% of 360,000 active; AID 602399; in the data active means inhibition above about 26%; further: some compounds past the cut are filed as inactive
# Rin1 Abl inh: human Rin1-Abl interaction inhibition; P00519+Q13671; TR-FRET Rin1/Abl binding, biochemical; inhibition, % at 7.35 µM; 0.4% of 360,000 active; AID 588664; in the data active means inhibition above about 5%, passing the limit was not always enough
# SUMO1 PPI mod: modulators of human SUMO1-mediated protein-protein interactions | P63165 | inhibition, % at 20 µM | SUMO1 binding to a labelled peptide, TR-FRET, 1 h | AID 602429 | 0.33% of 360,000 active; in the data active means inhibition above about 37%
# Rpn11 inh: Rpn11 (human) deubiquitinase inhibition. human 26S proteasome, Ub4-pepOG fluorescence polarization; 20S core pre-blocked with epoxomicin. calls only at 20 µM. 0.59% of 360,000 active. AID 588493;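 active means inhibition at 20 µM, scaled to each plate's controls, above about 33%, limit read from the data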
# LMPTP block: LMPTP (human) inhibition; recombinant LMPTP-A, OMFP fluorogenic substrate, fluorescence intensity; P24666; inhibition, % at 20 µM; 0.22% of 360,000 active;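 active means compounds that cut the enzyme signal by at least half of the control window in the single-dose screen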;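 further: plate controls were DMSO wells with enzyme plus substrate for no effect and substrate without enzyme for full effect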
#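 Test system: LMPTP-A phosphatase enzyme; input: 0.625 nM LMPTP-A final; reagent: OMFP substrate, 400 µM final; compound dosing: 20 µM single dose, 3% DMSO; incubation: 50 min dark incubation at room temperature; measured by: endpoint fluorescence intensity from OMFP dephosphorylation; measure: % inhibition relative to no-enzyme and uninhibited control wells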
# * = called active by the depositor; i = inactive; / = no result given; & = joins results of further samples.
# Every second line gives: Scp1 inh	STEP inh	Neddyl block	DNMT1 block	CSN deneddyl inh	NadD block	Rin1 Abl inh	SUMO1 PPI mod	Rpn11 inh	LMPTP block
> CCN(CC)Cc1cc(Nc2ccnc3cc(Cl)ccc23)ccc1O
 : 1&-6	2&0	i	23&22	-5&0	-7&0	-3&-2	-13&-17	i	11&36
> Cc1ccnc(N2CCN(C(=O)CSc3nc4ccccc4nc3N3CCC(C)CC3)CC2)c1
 : -3	0	i	-8	-3	3	-2	4	i	8.1
> O=C(CCNS(=O)(=O)c1ccccc1)NCCSc1ccc(Br)cc1
 : -20	2	i	-4	-5	-4	4	-35	i	-9.6
> C[C@@H](C(=O)Nc1ccc2c(c1)OCCO2)n1c(=O)[nH]c2ccccc2c1=O
 : -9	0	i	-1	1	4	3	-2	i	-0.9
> Cc1cccc(C)c1NC(=O)c1cccc2c1-c1ccccc1C2=O
 : 1	-1	i	3	-1	5	2	0	i	-0.5
> CC(C)N1C(=O)c2ccc(C(=O)O)cc2C1=O
 : -4	6	i	3	5	-2	3	-1	i	-1.4
> COCCNC(=O)C(c1ccc(Cl)cc1)N(C(=O)CCC(=O)Nc1ccccn1)C1CCCC1 (stereo not given)
 : 4	-7	i	2	2	0	0	2	i	0.8
> O=C(NCc1ccccn1)c1nc(Cn2cc([N+](=O)[O-])cn2)no1
 : -5	0	i	-3	3	-10	3	-2	i	1.4
> CCN(CC(=O)NCc1ccc(F)cc1)C(=O)c1ccc2c(c1)OCO2
 : -6	5	i	-1	-6	-3	-3	-3	i	-0.6
> Cc1ccc(C(=O)COC(=O)CN2C(=O)C3CC=CCC3C2=O)cc1C (stereo not given)
 : /	-1	i	-1	9	4	-2	-2	i	-1.8
> Cc1ccc(C2=NN3C(C(=O)c4ccccc4)Oc4ccccc4C3C2)cc1 (stereo not given)
 : -11	0	i	-1	-1	10	0	-3	i	2.4
> CCc1ccc(-c2cc(C)no2)cc1S(=O)(=O)Nc1ccc(C)cn1
 : 3	-2	/	-4	-2	4	3	-2	i	-1.0
> CC(C)Cc1nc(SCC(=O)Nc2ccc(S(N)(=O)=O)cc2)n[nH]1
 : -4	-1	i	2	-5	-3	2	1	i	-0.5
> CCCC(=O)NC1C2CC3CC(C2)CC1C3 (stereo not given)
 : -5	-3	i	1	-1	3	-3	-2	i	-0.4
> COC(=O)c1ccccc1NC(=O)/C=C/C(=O)O
 : -2	-2	i	-1	-7	0	-4	1	i	-0.9
> O=C(Nc1ccccc1)C1=C(N2CCOCC2)/C(=C/c2cccnc2)CC1
 : -7	3	i	-1	0	-2	2	-9	i	-1.4
> CC(C)C[C@@H](CNCC(=O)[C@H](CC(C)C)NC(=O)c1[nH]cnc1C(=O)N[C@@H](C)CN)NC(=O)c1nc[nH]c1C(=O)N[C@@H](CC(C)C)C(=O)O
 : -2	1	i	7	2	22	-3	-2	i	-1.7
> Cc1cc(C(=O)CSc2nc3ccc(Cl)cc3[nH]2)c(C)n1C
 : -2	0	i	-9	8	34*	0	4	i	0.2
> COC(=O)c1ccc(NC(c2ccc(Cl)cc2)P(=O)(OC)OC)cc1 (stereo not given)
 : -8	-1	i	-1	-8	-7	-1	-1	i	0.2
> O=c1[nH]c(N/N=C/c2ccccc2)nc2ccccc12
 : -16	6	/	0	3	-6	7	-2	i	0.3
> O=C(/C=C/c1cccs1)Nc1cccnc1
 : -10	2	i	11	8	-3	1	-10	i	-0.5
> CC(C)Oc1cc(C(=O)NC2CCCCC2)c2ccccc2n1
 : -4	2	i	-2	2	-5	1	2	i	1.0
> CCCNC(=O)C(Cc1ccccc1)NS(=O)(=O)c1ccc2c(c1)c(=O)n(C)c(=O)n2C (stereo not given)
 : 0	-2	i	1	-1	-4	-1	4	i	-1.3
> COc1ccc(S(=O)(=O)N2CCCC(c3cc(C(=O)NCc4cccnc4)no3)C2)cc1 (stereo not given)
 : /	-3	i	4	-5	1	4	3	i	0.6
> CCCCC1=CC2=CC(=O)C(C)(OC(=O)CC)C(=O)C2=CN1c1ccccc1 (stereo not given)
 : -4	-2	i	-10	-1	5	4	-11	i	1.2
> O=C(c1csc2c1CCCCC2)N1CCN(c2ncccn2)CC1
 : -5	1	i	0	-7	3	-5	1	i	-0.7
> Cc1cc(NC(=O)CCN2CCCCC2)ccc1Br
 : -10	0	i	-2	-7	-5	-1	2	i	0.5
> O=c1c2oc3ccccc3c2ncn1Cc1ccc(F)cc1
 : -6	-6	i	3	5	-4	0	-2	i	0.1
> CCOC(=O)CC[C@H](NC(=O)Cn1cnc2c(NCc3ccccc3)ncnc21)C(=O)OCC
 : 4	-2	i	4	0	-1	-3	-1	i	-0.1
> CC(C)(C)OC(=O)NCCCC[C@H](NC(=O)c1nc[nH]c1C(=O)NC1CCN(C(=O)OC(C)(C)C)CC1)C(=O)OC(C)(C)C
 : -2	-2	i	-33	-3	11	0	15	i	1.0
> CCC(=O)NC(=S)Nc1ccc(NC(=O)COc2ccc(Cl)c(C)c2)cc1
 : -7	1	i	-5	-2	-4	-7	1	i	0.8
> CN1CCN2c3ncccc3Cc3ccccc3[C@@H]2C1
 : -12	1	i	-2	2	9	-3	-2	i	-0.9
> NC(=S)Nc1cccc2cccnc12
 : 7	2	i	0	3	-9	-1	-2	i	-0.7
> CS(=O)(=O)Nc1nc2n(n1)C(c1ccccc1)C=C(c1ccc(Br)cc1)N2 (stereo not given)
 : -7	2	i	9	-37	9	0	-2	i	-0.4
> COc1ccc(/C=N/NC(=O)c2cc(C)n(-c3ccccc3)c2C)cc1OC
 : -6	0	i	-1	2	4	0	4	i	1.5
> CCN1CCN(c2nc3c(C)cccn3c(=O)c2/C=C(\C#N)C(=O)NCCOC)CC1
 : -7	0	i	0	0	-3	-1	-21	i	-4.8
> Cc1ccc(NC(=O)CSc2nc3nc(C)cc(C)c3c(=O)[nH]2)cc1
 : -7	0	i	1	5	3	-1	9	i	-2.5
> O=C(Cc1cccs1)N1CCN(S(=O)(=O)c2ccc(Cl)c(C(F)(F)F)c2)CC1
 : 6	-1	i	-4	0	-5	0	0	i	1.6
> CCOC(=O)[C@]12CCCC=C1N(CCC1=CCCCC1)C(=O)[C@H](CC(=O)NCC1CCCCC1)C2
 : /	/	i	/	2	/	/	1	/	4.4
> CC(=O)c1ccc(NC(=O)c2noc(C(C)C)c2[N+](=O)[O-])cc1
 : -4	0	i	3	0	0	2	-16	i	0.8
> CCOC(=O)C1=C(C)N(CCCC(=O)O)C(=O)NC1c1ccc2ccccc2c1 (stereo not given)
 : -9	1	i	4	3	0	-2	5	i	-1.0
> CCCOc1cc(C)c(S(=O)(=O)NCCOC)cc1C
 : -8	-1	i	-1	-1	-1	-2	7	i	-2.0
> CCCOc1ccc(NC(=O)C2CC(=O)N3CCCN=C3S2)cc1 (stereo not given)
 : -6	3	i	-10	2	-7	0	3	i	-7.6
> Cc1ccccc1S(=O)(=O)Cc1ccc(C(=O)NCc2cccnc2)o1
 : 0	3	i	-2	5	0	0	5	i	-0.8
> C=CCn1c(SCC(=O)NCC(c2ccccc2)N(C)C)nc2sc3c(c2c1=O)CCC3 (stereo not given)
 : -7	-2	i	5	2	-1	0	-1	i	-0.6
> CCn1c(CSc2nncn2-c2ccc(OC)cc2)nc2cc(S(=O)(=O)N(C)C)ccc21
 : -2	1	i	-2	-2	4	-3	0	i	-3.2
> CCCN(CC(=O)Nc1ccccc1OC)C(=O)c1cc(-c2cccs2)nn1-c1ccccc1
 : -8	3	i	-2	-3	-1	6	0	i	5.3
> COCCNC(=O)COc1ccc(N(C)S(=O)(=O)c2ccc3ccccc3c2)cc1
 : -5	0	i	-2	-1	-1	1	-3	i	-0.8
> COc1ccc(-c2cc(=O)oc3cc(OC(C)C(=O)NCc4ccccn4)ccc23)cc1 (stereo not given)
 : -1	0	i	1	3	-5	1	-21	i	-0.1
> Cc1ccc(S(=O)(=O)/N=C/c2ccc(N(C)C)cc2)cc1
 : -2	0	i	15	0	3	2	-2	i	-2.1
> CC(C)CC(NC(N)=O)C(=O)OCC(=O)Nc1ccc(OC(F)F)cc1 (stereo not given)
 : -3	-2	i	-4	-7	-2	-2	-4	i	-2.0
> CCCCc1c(O)nc(SCC(=O)Nc2ccc(OC)cc2)n(-c2ccc(C)c(C)c2)c1=O
 : /	-1	i	3	0	4	-3	-2	i	0.4
> COc1ccc(C(=O)/C=C/c2cn(CC(O)CN3CCN(C)CC3)c3ccccc23)cc1OC (stereo not given)
 : -11	-2	i	0	55*	1	-12	-43	/	-7.0
> Cc1cnc2cc([N+](=O)[O-])ccc2n1
 : -8	3	i	-2	-3	0	-1	-26	i	-0.6
> COc1ccc(C2CC(c3ccccc3)=NN2C(=O)COC(=O)COc2ccccc2)cc1 (stereo not given)
 : -14	5	i	1	-1	-9	0	-1	i	6.1
> O=C1Nc2ccccc2S/C1=C/NCc1ccccc1Cl
 : -6	-4	i	-7	-2	5	3	-1	i	0.1
> O=C(CCC(=O)N1CCN(c2ccc(F)cc2)CC1)c1ccc(Cl)cc1
 : -2	2	i	7	0	7	3	-2	i	-0.2
> O=C(c1ccccc1)C1CN(c2ccccc2)CC1c1ccc(Cl)cc1 (stereo not given)
 : 6	3	i	5	1	6	-2	-4	i	2.9
> Cc1ccc2nc(SCc3nnc(-c4ccccc4)o3)[nH]c2c1
 : -1	-1	i	2	5	3	2	2	i	-2.3
> CCN(CC)c1ccc(C(=O)NNC(=O)CN2C(=O)NC(C)(c3ccccc3)C2=O)cc1 (stereo not given)
 : -10	4	i	4	1	3	2	2	i	-0.4
> O=C1[C@@H]2[C@@H](CN3CN(c4ccccc4)N=C(c4ccccc4)[C@@]23c2ccccc2)C(=O)N1c1ccccc1
 : -13	11	i	-7	-9	22	-3	7	i	1.0

# 2 entries from above in another layout.
compound: CCC(=O)NC(=S)Nc1ccc(NC(=O)COc2ccc(Cl)c(C)c2)cc1
  Scp1 inh: -7
  STEP inh: 1
  Neddyl block: i
  DNMT1 block: -5
  CSN deneddyl inh: -2
  NadD block: -4
  Rin1 Abl inh: -7
  SUMO1 PPI mod: 1
  Rpn11 inh: i
  LMPTP block: 0.8
compound: COc1ccc(C(=O)/C=C/c2cn(CC(O)CN3CCN(C)CC3)c3ccccc23)cc1OC (stereo not given)
  Scp1 inh: -11
  STEP inh: -2
  Neddyl block: i
  DNMT1 block: 0
  CSN deneddyl inh: 55*
  NadD block: 1
  Rin1 Abl inh: -12
  SUMO1 PPI mod: -43
  Rpn11 inh: /
  LMPTP block: -7.0

# High-throughput results (PubChem)
